HTR5A inv ctr: counter-screen for OPRM1-OPRD1 inverse agonists: human HTR5A inverse agonism | 0.083% of 340,000 active | HTR5A cell line, luminescence | AID 504634 | inhibition, % at 9.3 µM; in the data active = inhibition mostly above about 23%, no sharp cut-off; inactive = mostly below about 18%;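 also: 0% = cells with DMSO and 100% = no-cell wells with DMSO; some compounds called inactive have numbers as strong as hits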
HTR5A ag ctr: counter-screen for OPRM1-OPRD1 agonists: human HTR5A agonism | P47898 | HTR5A agonist assay, luminescence, cell-based | activation, % at 9.3 µM | 0.61% of 340,000 active; in the data active = activation mostly above about 9.5%, no sharp cut-off; inactive = mostly below about 7.6%;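 also: 0% = cells with vehicle only and 100% = reference agonist; strong numbers were not always called active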
C-LANA FP: blocks KSHV LANA C-terminal domain binding to DNA; MBP-C-LANA/FAM-LBS DNA binding, fluorescence polarization; inhibition, % at 9 µM; 0.078% of 340,000 active; AID 504423;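 active = highest replicate inhibition at or above 60% at 9 µM, even if other replicates fall short; inactive = all replicates below 60% inhibition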;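 also: 0% = neutral control wells and 100% = 4 µM acridine orange control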
MOR-DOR inv ag: mu-delta opioid heterodimer inverse agonism; P35372+P41143; 0.21% of 340,000 active; cell-based MOR-DOR heterodimer luminescence; AID 504357; inhibition, % at 9.3 µM; in the data active = inhibition above about 22%, passing the limit was not always enough;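 also: 0% = cells with DMSO and 100% = wells without cells with DMSO; values of inactives mirror those of a sister screen read the other way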
Target sequence (P35372 whole entry, looked up): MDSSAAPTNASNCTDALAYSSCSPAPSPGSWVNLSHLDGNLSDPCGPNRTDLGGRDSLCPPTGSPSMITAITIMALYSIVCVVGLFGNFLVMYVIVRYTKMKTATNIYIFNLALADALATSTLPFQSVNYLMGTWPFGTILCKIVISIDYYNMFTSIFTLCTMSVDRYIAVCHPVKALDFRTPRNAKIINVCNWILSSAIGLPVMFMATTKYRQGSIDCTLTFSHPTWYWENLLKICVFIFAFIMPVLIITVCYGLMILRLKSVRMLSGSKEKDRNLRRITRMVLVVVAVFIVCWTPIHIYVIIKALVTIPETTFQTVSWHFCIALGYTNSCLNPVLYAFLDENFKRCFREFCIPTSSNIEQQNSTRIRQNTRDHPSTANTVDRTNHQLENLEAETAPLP
Target sequence (P41143 whole entry, looked up): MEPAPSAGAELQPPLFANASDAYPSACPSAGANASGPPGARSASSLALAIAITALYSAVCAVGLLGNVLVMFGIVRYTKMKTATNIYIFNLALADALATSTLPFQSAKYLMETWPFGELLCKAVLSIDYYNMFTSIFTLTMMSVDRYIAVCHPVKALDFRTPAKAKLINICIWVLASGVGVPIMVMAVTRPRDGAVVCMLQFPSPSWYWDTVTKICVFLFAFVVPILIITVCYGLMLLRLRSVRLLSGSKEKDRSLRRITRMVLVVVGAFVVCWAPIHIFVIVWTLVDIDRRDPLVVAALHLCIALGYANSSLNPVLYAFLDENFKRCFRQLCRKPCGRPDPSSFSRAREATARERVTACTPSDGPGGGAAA
CAL-PDZ inh HTS: inhibitors of human CAL PDZ peptide binding. purified CAL PDZ, TMR-peptide fluorescence polarization, 1 h. inhibition, % at 24.9 µM. 0.92% of 300,000 active. AID 602252;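 active = mean inhibition of at least 30% with at least half of replicates also reaching 30%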;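 also: 0% = DMSO neutral control and 100% = excess unlabeled competitor peptide PRC23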
Cardiac RTF inh: cardiac RTF calcium desensitization; P19429+P45379; IANBD-labeled cardiac RTF, Ca2+ fluorescence; inhibition, % at 7.15 µM; 0.12% of 340,000 active; AID 493244;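 active = inhibition above the mean inhibition of all tested compounds plus 3 SD, cut at about 17% in these data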;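 also: assay run at fixed EC70 calcium of 1.6 mM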
V-ATPase pH: regulators of yeast V-ATPase proton transport; S. cerevisiae, pHLuorin cytosolic pH fluorescence; 0.37% of 350,000 active; AID 504577; response, % at 10 µM; in the data active = response mostly above about 7.3%, no sharp cut-off; inactive = mostly below about 5.4%; also: actives read high; inactives centre near 0; some compounds called inactive have numbers as strong as hits; reference of the scale not given here
MOR-DOR ag: OPRM1-OPRD1 heterodimerization agonism | P35372+P41143 | cells, luminescence | activation, % at 9.3 µM | 0.3% of 340,000 active | AID 504326; in the data active = activation above about 18%;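 also: 0% = vehicle-treated cells and 100% = reference agonist; values of inactives mirror those of a sister screen read the other way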
Keap1-Nrf2 PPI: inhibitors of human Keap1-Nrf2 protein-protein interaction | inhibition, % at 9.4 µM | AID 504523 | Keap1 Kelch-Nrf2 peptide fluorescence polarization, 1536-well | 0.15% of 340,000 active | Q14145; in the data active = inhibition above about 12%;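 also: human Keap1 Kelch domain with fluorescein labeled Nrf2 9mer peptide probe; 0% = neutral control wells and 100% = peptide positive control; higher means more block of Keap1 binding to Nrf2 peptide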
RTF Ca sens act: cardiac RTF calcium sensitization. P19429+P45379. AID 493008. 0.24% of 340,000 active. IANBD-labeled TnC RTF fluorescence at EC20 calcium; 0% EC20 calcium, 100% full calcium. activation, % at 7.2 µM;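 active = activation above the mean over all tested compounds plus 3 SD, cut at about 30% in these data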;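 also: rise in fluorescence read as greater calcium sensitivity of cardiac thin filaments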
* hit, by the source's call; · = not tested or not shown.

Start of the listing, in advance, 16 compounds:
SMILES	HTR5A inv ctr	HTR5A ag ctr	C-LANA FP	MOR-DOR inv ag	CAL-PDZ inh HTS	Cardiac RTF inh	V-ATPase pH	MOR-DOR ag	Keap1-Nrf2 PPI	RTF Ca sens act
CC1CN(CCOc2ccc(Cl)cc2Cl)CC(C)O1 (configuration not stated)	-13	5	-0.3	3	-6	-9	-1	-0.6	-6	-1
COCc1cc(C)nc2sc(C(=O)OC(C)C)c(N)c12	13	3	-3.6	11	·	5	1	-2.7	0	-2
O=S(=O)(Nc1ncccn1)c1ccccc1	-14	4	-0.9	17	-1	1	2	-3.7	2	1
COc1ccc(-c2nc(CS(=O)(=O)CC(=O)NCc3cccc(F)c3)c(C)o2)cc1	-14	5	1.1	7	·	-1	-5	-1.1	0	7
COCCNC(=S)N1CCc2cc(OC)c(OC)cc2C1COc1cc(C)cc(C)c1 (configuration not stated)	14	4	0.8	3	-6	-14	2	-0.7	-5	4
O=C1C(Cl)=C(N2CCOCC2)C(=O)N1c1ccccc1Cl	-8	-5	-0.7	0	3	-6	-4	0.0	6	3
CN1C(=O)Cc2cc(S(=O)(=O)Nc3ccc(Cl)cc3)ccc21	14	-5	-0.5	5	2	2	5	-0.7	0	-1
COCCNC(=O)Cn1nc(-c2ccccc2OC)ccc1=O	-17	1	0.2	-1	9	-8	0	0.2	2	8
Cc1ccc(N2C(=O)C3C4C=CC(CC4)C3C2=O)cc1[N+](=O)[O-] (configuration not stated)	-14	4	0.3	15	-3	-1	3	-3.0	-3	-5
COC(=O)CCc1sc(Nc2ccccc2)nc1-c1ccc(OC)cc1	-20	7	-0.1	5	1	-3	-2	-0.8	0	-2
Cc1ccc(-c2ccc(S(=O)(=O)N3CCCC3)cc2)cc1	-3	-6	0.0	13	·	1	-1	-2.5	2	4
COc1ccccc1-n1c(SCC(=O)N(C)C)nnc1-c1ccco1	-20	5	-0.7	17	-5	9	4	-3.4	-2	8
COc1cccc(OC)c1NC(=O)C1CCCN1C(=O)NCc1ccccc1 (configuration not stated)	5	-1	0.2	9	2	8	-1	-1.5	-7	10
COCC(=O)Nc1cc(C(=O)Nc2cccc(C)c2C)ccc1Cl	-4	2	0.4	-1	-1	-22	-5	0.2	2	2
O=C(NCc1ccccn1)c1ccc(Cl)c(NC2=NC3CS(=O)(=O)CC3S2)c1 (configuration not stated)	5	-2	0.4	6	4	-4	4	-1.1	0	4
COc1ccc(N2C(=O)CCC2(C#N)c2ccc(Br)cc2)cc1 (configuration not stated)	9	-3	0.0	14	-2	-7	-1	-2.9	0	1

Main list, from the start:
SMILES	HTR5A inv ctr	HTR5A ag ctr	C-LANA FP	MOR-DOR inv ag	CAL-PDZ inh HTS	Cardiac RTF inh	V-ATPase pH	MOR-DOR ag	Keap1-Nrf2 PPI	RTF Ca sens act
CC1CN(CCOc2ccc(Cl)cc2Cl)CC(C)O1 (configuration not stated)	-13	5	-0.3	3	-6	-9	-1	-0.6	-6	-1
COCc1cc(C)nc2sc(C(=O)OC(C)C)c(N)c12	13	3	-3.6	11	·	5	1	-2.7	0	-2
O=S(=O)(Nc1ncccn1)c1ccccc1	-14	4	-0.9	17	-1	1	2	-3.7	2	1
COc1ccc(-c2nc(CS(=O)(=O)CC(=O)NCc3cccc(F)c3)c(C)o2)cc1	-14	5	1.1	7	·	-1	-5	-1.1	0	7
COCCNC(=S)N1CCc2cc(OC)c(OC)cc2C1COc1cc(C)cc(C)c1 (configuration not stated)	14	4	0.8	3	-6	-14	2	-0.7	-5	4
O=C1C(Cl)=C(N2CCOCC2)C(=O)N1c1ccccc1Cl	-8	-5	-0.7	0	3	-6	-4	0.0	6	3
CN1C(=O)Cc2cc(S(=O)(=O)Nc3ccc(Cl)cc3)ccc21	14	-5	-0.5	5	2	2	5	-0.7	0	-1
COCCNC(=O)Cn1nc(-c2ccccc2OC)ccc1=O	-17	1	0.2	-1	9	-8	0	0.2	2	8
Cc1ccc(N2C(=O)C3C4C=CC(CC4)C3C2=O)cc1[N+](=O)[O-] (configuration not stated)	-14	4	0.3	15	-3	-1	3	-3.0	-3	-5
COC(=O)CCc1sc(Nc2ccccc2)nc1-c1ccc(OC)cc1	-20	7	-0.1	5	1	-3	-2	-0.8	0	-2
Cc1ccc(-c2ccc(S(=O)(=O)N3CCCC3)cc2)cc1	-3	-6	0.0	13	·	1	-1	-2.5	2	4
COc1ccccc1-n1c(SCC(=O)N(C)C)nnc1-c1ccco1	-20	5	-0.7	17	-5	9	4	-3.4	-2	8
COc1cccc(OC)c1NC(=O)C1CCCN1C(=O)NCc1ccccc1 (configuration not stated)	5	-1	0.2	9	2	8	-1	-1.5	-7	10
COCC(=O)Nc1cc(C(=O)Nc2cccc(C)c2C)ccc1Cl	-4	2	0.4	-1	-1	-22	-5	0.2	2	2
O=C(NCc1ccccn1)c1ccc(Cl)c(NC2=NC3CS(=O)(=O)CC3S2)c1 (configuration not stated)	5	-2	0.4	6	4	-4	4	-1.1	0	4
COc1ccc(N2C(=O)CCC2(C#N)c2ccc(Br)cc2)cc1 (configuration not stated)	9	-3	0.0	14	-2	-7	-1	-2.9	0	1
CC(=O)n1cc(/C=N/NC(=O)c2ccccc2O)c2ccccc21	7	-2	-1.9	9	-16	1	1	-1.6	-5	3
Cc1cc(C)nc(N(C#N)CN2C(=O)c3ccccc3S2(=O)=O)n1	-12	0	-0.6	12	·	-6	6	-2.9	2	-3
COc1ccc(C(=O)Nc2nnc(SCC(=O)NC3CC3)s2)cc1	-14	5	0.1	21	-4	-9	-2	-4.0	-4	1
O=C(CN1CCOCC1)Nc1ccc(OCc2ccccc2)cc1	-27	3	3.4	-10	0	0	-1	1.8	-5	0
Cc1ccc(C2=NS(=O)(=O)N(C)C(C(=O)NCc3ccc4c(c3)OCO4)=C2)cc1	-10	6	0.5	-10	·	-7	4	1.9	-6	1
CCOC(=O)/C(=N\Nc1ccc(Cl)cc1)Sc1nnc(-c2ccc(OC)cc2)n1C	3	4	0.6	10	4	5	-4	-1.6	0	-3
COCCNC(=O)C(c1cccc(OC)c1)N(Cc1cccs1)C(=O)Cn1nnc2ccccc21 (configuration not stated)	7	-4	-0.6	12	1	2	-1	-2.0	1	-10
COc1cc2c(cc1OC)C(c1ccccc1N)=NCC2	·	·	-2.2	·	2	·	-2	·	-3	·
Cc1ccc(CN(C)C(=O)C2CCCN2C(=O)c2cccs2)o1 (configuration not stated)	-14	3	0.8	11	-3	-5	-6	-2.2	0	0
O=C(COC(=O)c1cncc(Br)c1)NCc1ccc(F)cc1	10	-1	1.4	7	-2	-2	-3	-1.6	0	0
CC(C)OCCCNc1ncnc2c1[nH]c1ccc(F)cc12	-3	-2	0.5	-34	4	-9	-2	6.0	-4	5
CC(C)Oc1ccc(S(=O)(=O)N2CCCCC2)cc1NC(=O)C1CSC2(C)CCC(=O)N12 (configuration not stated)	-17	6	-0.8	12	-4	0	2	-1.9	-1	-4
O=C(Nc1ccn(Cc2ccccc2F)n1)c1ccc(COc2cccc(Br)c2)cc1	6	-4	-2.0	1	-1	1	-6	-0.2	1	2
CCOc1ccc(OCc2ccc(C(=O)N(CC)CC)cc2)cc1	-3	1	0.2	-6	-4	1	0	0.9	1	-5
CC(C)n1c(=S)[nH]c2cc(C(F)(F)F)ccc21	-10	-1	-0.1	7	-4	0	7	-1.4	-4	9
CCS(=O)(=O)c1ccc2oc(SCC(=O)Nc3ccc(OC)cc3OC)nc2c1	11	-4	0.0	18	-2	2	-2	-3.5	-4	4
CCOC(=O)N1CCC2(CC1)C(C#N)=C(N)Oc1c2c(C)nn1-c1cccc(Cl)c1	-17	-1	2.5	22	-3	-5	1	-3.9	-2	1
COc1ccccc1CN1CCN(C(=O)c2ccncc2)CC1	-21	9	1.2	10	-1	-8	2	-2.1	0	2
CC(=O)Nc1ccc(OCC(=O)NCCc2ccc(Cl)cc2)cc1	-35	5	-0.5	7	-3	7	-1	-1.3	0	-3
CCN1CCN(S(=O)(=O)c2ccc(Cl)c(C(=O)Nc3nnc(CC(C)C)s3)c2)CC1	24	-7	-0.4	0	-3	-2	0	-0.1	-3	5
O=C(Nc1nc(-c2ccc(Cl)s2)cs1)c1cccs1	0	10	-1.6	-17	-3	1	4	3.1	-4	1
CCCNc1c(NC(=O)c2ccc3c(c2)OCO3)c(=O)oc2ccccc12	-7	0	-1.1	8	1	-3	-2	-1.7	-7	1
Cc1c(C(=O)N(Cc2ccccc2)C2CCS(=O)(=O)C2)oc2ccccc12 (configuration not stated)	-41	13	1.6	-13	·	-1	12	2.2	2	3
Cc1ccc(CN2CCSc3ccc(C(=O)NCCCN4CCN(C)CC4)cc32)cc1	-4	0	-1.3	11	·	-8	1	-2.1	-2	-5

Some of the entries above in a different format.
Compound: CCOc1ccc(OCc2ccc(C(=O)N(CC)CC)cc2)cc1
  HTR5A inv ctr = -3 | HTR5A ag ctr = 1 | C-LANA FP = 0.2 | MOR-DOR inv ag = -6 | CAL-PDZ inh HTS = -4 | Cardiac RTF inh = 1 | V-ATPase pH = 0 | MOR-DOR ag = 0.9 | Keap1-Nrf2 PPI = 1 | RTF Ca sens act = -5
Compound: CC(C)n1c(=S)[nH]c2cc(C(F)(F)F)ccc21
  HTR5A inv ctr = -10 | HTR5A ag ctr = -1 | C-LANA FP = -0.1 | MOR-DOR inv ag = 7 | CAL-PDZ inh HTS = -4 | Cardiac RTF inh = 0 | V-ATPase pH = 7 | MOR-DOR ag = -1.4 | Keap1-Nrf2 PPI = -4 | RTF Ca sens act = 9

Next records follow.
SMILES	HTR5A inv ctr	HTR5A ag ctr	C-LANA FP	MOR-DOR inv ag	CAL-PDZ inh HTS	Cardiac RTF inh	V-ATPase pH	MOR-DOR ag	Keap1-Nrf2 PPI	RTF Ca sens act
COc1ccc(NC(=O)C2CCCN2C(=O)NC2CCCCC2)c(OC)c1 (configuration not stated)	6	-2	0.5	8	-3	-8	-2	-1.4	0	4
CNC(=O)/C(C#N)=C/c1ccc(-c2ccccc2[N+](=O)[O-])o1	0	-2	2.8	-21	-4	1	-1	4.5	4	2
CS(=O)(=O)N(CC(=O)N1CCCCC1)Cc1ccc(Cl)cc1	-1	10	0.5	6	-4	-11	-1	-1.1	-2	5
CN(/N=C/c1cccnc1)c1cnc2ccccc2n1	25	2	0.5	17	-1	-8	0	-3.6	2	2
CCn1cnc2c1c(=O)n(CC(=O)OC)c(=O)n2Cc1ccccc1	9	-2	-1.8	12	-3	-1	1	-2.6	-1	-5
CC(C)CNC(=O)CN1C(=O)NC2(CCCc3ccccc32)C1=O (configuration not stated)	11	-7	-0.1	5	-4	-20	-2	-0.8	-7	4

Screening results as filed in PubChem BioAssay.
